ANO1 block = inhibitors of mouse TMEM16A calcium-activated chloride channel. 310,000 tested, 1.2% active. Q8BHY3. HEK293 TMEM16A/YFP iodide influx fluorescence, ionomycin. normalized B-score (activity score, 25-100; higher = stronger inhibition) at 10 µM;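 active = ratio plate-corrected score three or more library SD toward inhibition, starting fluorescence score within five deviations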;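 note: score derived from kinetic fluorescence span divided by baseline fluorescence per well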
hERG rescue = shields human hERG channel from block by proarrhythmic agents; Q12809; CHO-hERG, FluxOR thallium flux, dofetilide IC70 present; activation (rescue from dofetilide block), less the hit threshold, % at 10 µM; 310,000 tested, 0.51% active; AID 1511;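 active = activation above the mean of controls blocked by dofetilide plus 5 SD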;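 note: thallium influx through hERG after potassium depolarization seen as dye fluorescence rise; in these data hits start at about 4.7%; inactives centre near -7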
Target sequence (Q12809 whole entry, looked up): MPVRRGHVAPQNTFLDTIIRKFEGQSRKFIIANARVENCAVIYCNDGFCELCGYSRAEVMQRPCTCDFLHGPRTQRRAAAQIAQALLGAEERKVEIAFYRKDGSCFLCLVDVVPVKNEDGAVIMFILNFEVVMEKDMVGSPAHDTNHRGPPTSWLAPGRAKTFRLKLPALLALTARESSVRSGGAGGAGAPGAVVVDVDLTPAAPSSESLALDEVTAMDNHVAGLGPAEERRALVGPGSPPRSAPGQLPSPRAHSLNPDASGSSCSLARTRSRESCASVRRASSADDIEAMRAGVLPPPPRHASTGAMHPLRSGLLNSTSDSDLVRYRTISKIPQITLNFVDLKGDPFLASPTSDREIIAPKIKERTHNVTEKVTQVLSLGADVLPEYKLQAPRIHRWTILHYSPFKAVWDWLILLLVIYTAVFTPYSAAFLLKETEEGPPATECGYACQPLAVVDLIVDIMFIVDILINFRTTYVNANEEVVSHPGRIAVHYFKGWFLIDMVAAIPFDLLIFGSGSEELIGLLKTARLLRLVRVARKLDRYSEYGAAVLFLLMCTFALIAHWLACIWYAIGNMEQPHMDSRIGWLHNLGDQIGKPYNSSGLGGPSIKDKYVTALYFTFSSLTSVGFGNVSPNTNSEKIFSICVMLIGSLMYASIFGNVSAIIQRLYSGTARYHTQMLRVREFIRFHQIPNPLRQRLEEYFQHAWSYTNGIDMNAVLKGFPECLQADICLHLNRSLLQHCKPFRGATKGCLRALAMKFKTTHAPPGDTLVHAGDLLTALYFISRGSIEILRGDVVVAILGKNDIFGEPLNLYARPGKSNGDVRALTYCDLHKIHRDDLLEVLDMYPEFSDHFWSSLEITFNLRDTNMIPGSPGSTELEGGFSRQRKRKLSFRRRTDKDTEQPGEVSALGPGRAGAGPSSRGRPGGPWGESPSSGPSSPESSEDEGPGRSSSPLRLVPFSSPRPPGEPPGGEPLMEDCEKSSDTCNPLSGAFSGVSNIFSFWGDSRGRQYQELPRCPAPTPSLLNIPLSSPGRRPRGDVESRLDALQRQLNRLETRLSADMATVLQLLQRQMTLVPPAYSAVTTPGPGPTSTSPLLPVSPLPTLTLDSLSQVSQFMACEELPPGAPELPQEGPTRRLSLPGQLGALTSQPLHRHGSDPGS
KCNQ1 inh = human KCNQ1 channel inhibition; CHO-K1 KCNQ1, FluxOR thallium flux fluorescence; active compounds read high; B-score at 10 µM; 310,000 tested, 1.3% active;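 active = compounds whose thallium flux B-score, printed positive for inhibition, exceeds three library SD while starting fluorescence stays within three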;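 note: channel opened by potassium depolarization with thallium stimulus after 20 min compound exposure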
RGS4 block = human RGS4 inhibition | P49798 | HEK293 M3R/RGS4 inducible, Fluo-4 calcium flux; active compounds read high; triggered by carbachol at its EC20 | B-score at 10 µM | 310,000 tested, 0.45% active | AID 463165;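 active = B-score, a plate-corrected calcium signal, over three deviations above library mean, with baseline fluorescence within five deviations of library mean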;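 note: RGS4 expression induced by doxycycline in cells with stable M3 receptor; B-score is computed from the integrated fluorescence ratio over baseline after carbachol; higher B-score means a larger calcium signal and so more RGS4 inhibition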
SKKanGAS inh = SKKanGAS growth inhibition; S. pyogenes SKKanGAS, kanamycin growth, BacTiter-Glo, 6 h; 300,000 tested, 1.3% active; inhibition, % at 7.5 µM;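 active = mean replicate score, as percent of positive control median, at least 50; inconclusive = mean below 50 but one replicate at or above 50; inactive = mean and every replicate below 50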;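 note: strain carries kanamycin resistance gene driven by streptokinase promoter and grows in 40 µg/ml kanamycin; loss of luminescence reflects streptokinase promoter inhibition or plain growth inhibition; 0% = median of DMSO wells and 100% = positive control at its reference dose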
TMEM16A act = mouse TMEM16A channel activation, primary screen; Q8BHY3; HEK293 TMEM16A/YFP-H148Q/I152L, iodide quench fluorescence; active compounds read low; B-score at 10 µM; 340,000 tested, 0.3% active; AID 623877;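 active = fluorescence-ratio B-score plate-corrected deviation score at least 3 library SD below zero, with starting fluorescence score within 5 deviations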;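 note: channel opened by trigger with iodide after compound preincubation; score built on the fluorescence ratio of max minus min over baseline; more negative score means more quench and so TMEM16A activation or potentiation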
KCNQ1 pot = human KCNQ1 channel potentiation or activation. 310,000 tested, 0.35% active. B-score at 10 µM. AID 2648. P51787. CHO-K1 KCNQ1, thallium flux FluxOR fluorescence; active compounds read high;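 active = fluorescence ratio B-score, a plate-corrected score, at least three library SD, with initial intensity B-score within 5 SD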
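Doses: Single concentration per compound, DMSO matched to controls | Test system: KCNQ1-transfected CHO-K1 cells | Timing: 90 min dye loading and 20 min compound exposure, both at room temperature | Measured by: Kinetic FluxOR thallium fluorescence, 10-s 1-Hz baseline, 110-s post-stimulus read | Medium: Assay buffer with matched DMSO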
HDAC3 inhib = inhibitors of human histone deacetylase 3 | O15379 | recombinant HDAC3, fluorogenic peptide/trypsin coupled, fluorescence | inhibition, % at 8.3 µM | 320,000 tested, 0.15% active | AID 2718; in the data active = inhibition above about 26%, passing the limit was not always enough; inconclusive = no clear call, values can overlap the other calls
KCNK9 inh = blocks the human KCNK9 two-pore domain potassium channel | Q9NPC2 | 310,000 tested, 1.2% active | HEK293 KCNK9, FluxOR thallium flux fluorescence; active compounds read low | B-score at 10 µM;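 active = ratio B-score over 3 SD below the library mean, with starting fluorescence within 5 SD of its mean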;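 note: negative B-score means less thallium flux so channel inhibition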
RGS4 pot = potentiators or activators of RGS4 | HEK293 M3R/inducible RGS4, carbachol calcium flux Fluo4; active compounds read low | B-score at 10 µM | 310,000 tested, 0.92% active;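 active = B-score of the integrated calcium signal more than 4 SD below the library mean, with starting fluorescence not abnormally high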;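 note: negative B-score means reduced calcium response which marks RGS4 activation or potentiation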
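Assay system: HEK293 FlpIn-TREx cells, stable M3R, doxycycline-inducible RGS4 / Probe or stimulus: carbachol, ECmax concentration / Times: overnight RGS4 induction, 30 min dye load 37 °C, 20 min compound RT / Signal: kinetic calcium fluorescence imaging with Fluo4-AM dye, 2 µM / Measure: Agonist-evoked peak-minus-minimum fluorescence over baseline, integrated ratio, B score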
KCNK3 block = human KCNK3 channel inhibition, primary screen. O14649. CHO-KCNK3 thallium flux, FluxOR fluorescence; active compounds read low. B-score at 10 µM. 340,000 tested, 0.84% active;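 active = B-score under library mean minus 4 SD, starting fluorescence ratio at most library mean plus 5 SD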;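 note: more negative B-score means stronger inhibition of thallium flux through KCNK3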
Starred values were filed as active, the others as inactive; i = inactive; ? = inconclusive; nt = no result given.

SMILES	ANO1 block	hERG rescue	KCNQ1 inh	RGS4 block	SKKanGAS inh	TMEM16A act	KCNQ1 pot	HDAC3 inhib	KCNK9 inh	RGS4 pot	KCNK3 block
Cc1ccc(C(=O)Nc2nncs2)cc1S(=O)(=O)N1CCOCC1	i	-10	i	i	5	i	i	-6	i	i	i
O=C(CN1CCN(c2ccccc2Cl)CC1)NC1CCCc2ccccc21 (stereo not given)	i	-10	i	i	-22	i	i	-3	i	i	i
CCN(CC)c1ccc(C(=O)OCC(=O)N(C(C)C)C(C)C)cc1	i	-2	i	i	-10	i	i	-11	i	i	i
CNc1ccccc1C(=O)OCC(=O)c1ccccc1	i	-11	i	i	5	i	i	-4	i	i	i
O=C(c1ccc(Br)cc1)C(CN1CCOCC1)c1ccccc1 (stereo not given)	i	-5	i	i	-21	i	i	4	i	i	i
CCCCCCOC(=O)c1ccc(OC(=O)c2cccnc2)cc1	i	3	i	i	9	i	i	13	i	i	i
CC(=O)c1cc(C#N)c(SCC(=O)C(C)(C)C)nc1C	i	-5	i	i	-6	i	i	1	i	i	i
COc1ccc(C(=O)CN(Cc2ccccc2)C2=NCCS2)cc1	i	-6	i	i	1	i	i	-3	i	i	i
O=C(COC(=O)c1cc(=O)[nH]c2ccccc12)NC(=O)NC1CCCCC1	i	-13	i	i	9	i	i	-2	i	i	i
CCOC(=O)Cc1csc(NC(=O)c2ccc(S(=O)(=O)N3CCCC3)cc2)n1	i	-5	i	i	-1	i	i	nt	i	i	i
CCCOc1ccc(-c2c(=O)n(OCC(=O)OCC)c3ccccc3[n+]2[O-])cc1	i	-8	i	i	2	i	i	34*	i	i	i
O=C(Nc1ccc([N+](=O)[O-])cc1)c1cc2ccccc2nc1Cl	i	-9	i	i	6	i	i	nt	i	i	i
Cc1nc2ccc(S(=O)(=O)N(C)CC(=O)N3CCc4ccccc4C3)cc2s1	i	-12	i	i	-1	i	i	-4	i	i	i
O=c1cc(CO)oc(CN2CCN(Cc3ccccc3)CC2)c1O	i	3	i	i	-3	i	i	-6	i	i	i
CC(=O)C1=C(C)Nc2ncnn2C1c1cccc(Br)c1 (stereo not given)	i	-3	i	i	-4	i	i	nt	i	i	i
COc1ccc(NC(=O)CSCC(=O)Nc2cccc(S(=O)(=O)N3CCCCCC3)c2)cc1	i	-8	i	i	-9	i	i	0	i	i	i
Cc1ccc(S(=O)(=O)c2c(C)nn(C(C)(C)C)c2OC(=O)C(C)C)cc1	i	-16	i	i	-22	i	i	14	i	i	i
COc1cc(S(=O)(=O)NCc2ccccn2)c(OC)cc1Cl	i	-6	i	i	-1	i	i	3	i	i	i
COc1ccc(C(=O)N2CCN(c3nnnn3-c3ccccc3)CC2)cc1OC	i	-10	i	i	-2	i	i	-1	i	i	i
Cc1ccccc1Cn1cnc2c(NS(C)(=O)=O)c(C)c(C)cc21	i	-9	i	i	-7	i	i	-6	i	i	i
C=CCOc1ccc(Cl)cc1CNCCCN1CCOCC1	i	1	i	i	7	i	i	2	i	i	i
CCOC(=O)c1cc(-c2ccccc2)n(CCC(=O)O)c1C	i	-9	i	i	0	i	i	0	i	i	i
COC(=O)C(C)Sc1nc2c(c(=O)[nH]c(=O)n2C)n1CCCc1ccccc1 (stereo not given)	i	-3	i	i	0	i	i	0	i	i	i
CC(C)(C)C(=O)NNC(=O)CCCOc1ccc(Cl)cc1Cl	i	2	i	i	-14	i	i	1	i	i	i
COc1ccccc1N1CCN(CCCn2c(=S)[nH]c3ccccc3c2=O)CC1	i	-4	i	i	0	i	i	13	i	i	i
COc1cc(-c2nnc(CSc3nnc4nc(C)cc(C)n34)o2)cc(OC)c1OC	i	-8	i	i	8	i	i	2	i	i	i
COc1ccc(/C(N)=N/OC(=O)/C=C/c2ccccc2)cc1	i	-6	i	i	7	i	i	5	i	i	i
COc1cc(NC(=O)c2ccccc2-c2ccccc2)cc(OC)c1OC	i	-12	i	i	2	nt	i	0	i	i	nt
COc1cccc(C(=O)C2CCCN(Cc3cccc(-n4cccn4)c3)C2)c1 (stereo not given)	i	-14	i	i	-3	i	i	0	i	i	i
Cc1ccccc1C(=O)NC(=S)Nc1ccc(S(=O)(=O)N(C)c2ccccc2)cc1	i	-11	i	i	13	i	i	8	i	i	i
CN1CCN(c2ccc(S(=O)(=O)N3CCCCC3)cc2NC(=O)CSCc2ccccc2)CC1	i	-2	i	i	-4	i	i	2	i	i	i
CCOC(=O)C1=C(CN2CCc3ccccc32)NC(=O)NC1c1cc(C)ccc1C (stereo not given)	i	-11	i	i	6	i	i	8	i	i	i
COC(=O)c1sccc1NC(=O)CC1C(=O)NCCN1C(=O)Nc1ccc(C(F)(F)F)cc1 (stereo not given)	i	-10	i	i	-1	i	i	7	i	i	i
CC(C)CN1C(=O)c2ccc(C(=O)Nc3c[nH]c(=O)[nH]c3=O)cc2C1=O	i	-7	i	i	6	i	i	-8	i	i	i
COC(=O)c1ccc(/C=N/NS(=O)(=O)c2cc(C)ccc2C)cc1	i	-2	i	i	-1	i	i	8	i	i	i
O=C(Nc1ccc2c(c1)OCCO2)C1CCCN(S(=O)(=O)c2cccs2)C1 (stereo not given)	i	-4	i	i	5	i	i	-2	i	i	i
CCOc1nc(OCC)nc(-n2cc(-c3ccccc3)nn2)n1	i	-6	i	i	-4	i	i	2	i	i	i
COc1ccc(Oc2nc(SC)nc3ccsc23)cc1	i	-11	i	i	16	i	i	-6	i	i	i
Cc1c(/C=N/N2C(=O)C3C4C=CC(C4)C3C2=O)c2ccccc2n1C (stereo not given)	i	-4	i	i	-5	i	i	2	i	i	i
O=C(COc1ccc(C(=O)c2ccccc2)cc1)NC1CCCCCC1	i	-9	i	i	0	i	i	-2	i	i	i
Cc1noc(C)c1C(=O)N1CCC2(CC1)Oc1ccc(F)cc1C(=O)C21CC(c2ccc(Cl)cc2)=NO1 (stereo not given)	i	-5	i	i	8	i	i	-1	i	i	i
CSc1ncc(CN2CCN(C3CCCC3)C(CCO)C2)cn1 (stereo not given)	i	-17	i	i	-2	i	i	7	i	i	i
CCOC(=O)/C(=C/c1ccc(OC(=O)c2ccccc2)cc1)C(C)=O	i	-17	i	i	3	i	i	7	i	i	i
CCOC(=O)C1=C(C)N=C2SC(C(=O)OC)=CC(=O)N2C1c1ccc(OC)cc1 (stereo not given)	i	-23	i	i	1	i	i	1	i	i	i
c1ccc(Sc2cccc3ccccc23)c(CNC2=NCCN2)c1	i	-14	i	i	4	i	i	8	i	i	i
Cc1ccc(CSc2nnc(Nc3ccc(C)cc3)s2)cc1	i	-5	i	i	-1	i	i	2	i	i	i
CN(Cc1ccc(C(F)(F)F)cc1)C(=O)C1CCC(=O)N(C2CC2)C1 (stereo not given)	i	-1	i	i	0	i	i	-5	i	i	i
Cc1cc(NC(=O)COc2ccccc2C)no1	i	-7	i	i	5	i	i	-4	i	i	i
COc1ccc(-c2cc([C@H]3[C@H]4C=CC[C@@H](C)[C@@H]4C(=O)N3Cc3ccccc3)ccc2F)cc1	i	-8	i	i	31	i	i	1	i	i	i
CCCCC1=CC2=C(c3ccco3)C(=O)C(C)(OC(=O)c3ccc(OC)cc3)C(=O)C2=CN1Cc1ccc2c(c1)OCO2 (stereo not given)	i	-5	i	i	2	i	i	?	i	i	i
Cc1nnc(NC(=O)c2ccc(S(=O)(=O)N3CCCCCC3)cc2)o1	i	-9	i	i	-13	i	i	-9	i	i	i
Cc1ccc(C)c(NC(=S)NCc2ccc3c(c2)OCO3)c1	i	-8	i	i	7	i	i	3	i	-7.2*	i
COc1ccc(O)c(C(=O)C2c3ccccc3C(=O)N2c2ccc(C)cc2)c1 (stereo not given)	i	-9	i	i	-2	i	i	2	i	i	-11*
Cc1ccc(S(=O)(=O)Nc2cc(=O)[nH]c3c2CCC3)cc1	i	0	i	i	2	i	i	0	i	i	i
COCCN1Cc2cccc(C(=O)NCCCN3CCCC3=O)c2C1=O	i	-4	i	i	-1	i	i	-4	i	i	i
COc1ccc(Cl)cc1NC(=O)CC(C)c1ccccc1 (stereo not given)	i	-9	i	i	-6	i	i	0	i	i	i
Cn1ccnc1C1CCCCN1Cc1nc(Cc2cccc(C(F)(F)F)c2)no1 (stereo not given)	i	-8	i	i	1	i	i	2	i	-10*	i
COc1cccc(CNC(=O)CN2C(=O)COc3ccc(S(=O)(=O)N4CCOCC4)cc32)c1	i	-4	i	i	-9	i	i	-4	i	i	i
CCN1CCN(S(=O)(=O)Cc2ccccc2Cl)CC1	i	-11	i	i	-3	i	i	-8	i	i	i
CCO[C@@H]1OC(C(=O)NC2CC2)=C[C@H](C2CC2)[C@H]1CCCO	i	-8	i	i	2	i	i	-11	i	i	i
Continuation.
SMILES	ANO1 block	hERG rescue	KCNQ1 inh	RGS4 block	SKKanGAS inh	TMEM16A act	KCNQ1 pot	HDAC3 inhib	KCNK9 inh	RGS4 pot	KCNK3 block
COc1ccc(N2C(=O)CCC(C(=O)N3CCCCC3)C2c2ccc(OC)c(OC)c2)cc1 (stereo not given)	i	-5	i	i	-4	i	i	1	i	i	i
COC(=O)c1nnn(CC(=O)NC(=O)Nc2ccccc2F)c1C(=O)OC	i	-14	i	i	3	i	i	-5	i	i	i
O=C(CSCc1ccccc1Br)N/N=C/c1ccccc1C(=O)O	i	-3	i	i	-9	i	i	-3	i	i	i
O=S(=O)(Nc1ccc(O)c2ccccc12)c1ccc(Br)cc1	i	30*	i	i	8	nt	i	4	i	i	nt
Cc1cccc(NC(=O)c2ccccc2C(=O)Nc2cccc(C)c2)c1	i	-15	i	i	-2	i	i	3	i	i	i
Cc1nn(-c2ccccc2)c(C)c1C(=O)OCC(=O)N(C)C1CCS(=O)(=O)C1 (stereo not given)	i	-5	i	i	-5	i	i	5	i	i	i
N#Cc1ccc(CSC2=NCCN2)cc1	i	-10	i	i	-1	i	i	0	i	i	i
Cc1ccc(-c2nc(SC(C)C(=O)c3c(N)n(C)c(=O)n(C)c3=O)n[nH]2)cc1 (stereo not given)	i	-12	i	i	-13	i	i	-9	i	i	i
